# From PubChem
# TGFb SMAD3 inh: TGF-b pathway inhibition; Potency, µM (top dose mostly 46.1 µM), without a hit: at the highest dose activity, negative = inhibition, most hits filed as inhibitors; 410,000 compounds, 1.2% hits; AID 588855; HepG2 CAGA-GFP TGF-b/SMAD3 reporter, GFP fluorescence, 18 h; TGF-beta stimulated, 500 pg/mL final; further: potency means the concentration at half of the fitted maximal effect; on the % scale 0 is the no-effect control and ±100 the full control effect; nearly all actives have a fitted effect of over 65% in size
#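 Cell-based qHTS in HEPG2 carrying a CAGA-GFP Smad reporter; compounds added before 500 pg/mL final TGF-beta, 18 h incubation at 37 degrees C, GFP fluorescence quantified per cell by imaging cytometry.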
# A549 tox: kills or reduces viability of A549 cells in Nrf2 counter-screen | A549 ARE-Fluc cells, CellTiter-Fluor viability, 18-24 h | Potency, µM (highest dose often 46 µM), without a hit: at the highest dose activity change, negative = cytotoxicity, most hits filed as inhibitors | 390,000 compounds, 0.16% hits; further: potency means the concentration at half of the fitted maximal effect; on the % scale 0 is the no-effect control and ±100 the full control effect
#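 A549 ARE-Fluc cells in 5% FBS OPTI-MEM, 5000 cells/well, rested 2 h then exposed to compounds in concentration-response for 18-24 h at 37 °C. Viability by CellTiter-Fluor fluorescence (Ex 405/Em 525) after 30 min; luciferase luminescence (BugLite, 15 min, RT) read afterwards.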
# pAkt inh: blocks phosphorylation of Akt | Neuro2A IGF-stimulated pAkt S473 HTRF, 20 min; stronger effect = lower value | activity change, % for hits at 50 µM | 360,000 compounds, 0.32% hits | AID 651550; in the data active means activity change below about -80%; inconclusive means mostly about -51% to -80%; further: on the % scale 0 is the no-effect control and ±100 the full control effect
#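 Neuro2A cells (4,500/well, DMEM with 0.5% FBS) were treated with compound at a single 50 µM final concentration, stimulated with 6 nM IGF for 20 min at 37 °C, and lysed. Phospho-Akt Ser473 was read by HTRF as 665/615 ratio ×10^4.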
# Nrf2 activator: activates Nrf2 signaling; AREc32 ARE-luciferase reporter (MCF7-derived line), luminescence, 24 h; Potency, µM (doses to about 46.1 µM), for inactives: top-dose activation, hits mostly activators; 410,000 compounds, 0.31% hits; AID 624171; further: potency means the concentration at half of the fitted maximal effect; % of control where 0% means no effect; nearly all actives have a fitted effect of over 65% in size
#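 ARE-driven firefly luciferase activity in AREc32 cells measured after a 24 hr compound exposure at 37 deg C, using Steady-Glo reagent and a 30 min room-temperature hold.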
# CCT modulator: changes cytosolic chaperonin activity. AID 651819. activity change, % (concentration not given with the values), hits read low. purified chaperonin ATPase assay, HTRF ADP detection, 30 min. 360,000 compounds, 0.3% hits; in the data active means activity change below about -30%; further: on the % scale 0 is the no-effect control and ±100 the full control effect
#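 First, chaperonin was dispensed at 40 nM or 20 nM final depending on batch activity. Next, compounds were pinned at 76 uM and ATP added at 10 uM. After 30 min at 37 °C, ADP detection reagents ran 30 min at ambient temperature.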
# HepG2 tox: kills HepG2 cells in TGF-b inhibitor counter-screen. AID 588856. HepG2 CAGA-GFP viability, ATP luminescence, 18 h. 410,000 compounds, 0.76% hits. Potency, µM (highest dose often 46.1 µM), for the others: at the highest dose activity change, negative = cytotoxicity, hits mostly cytotoxic; further: potency means the concentration at half of the fitted maximal effect; some results filed as inactive show a strong effect at the top dose
#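 CellTiter-Glo luminescence gave cytotoxicity after 18 hours at 37 degrees C. The cells were HepG2 CAGA-GFP in 1% FBS DMEM, stimulated with 500 pg/mL TGF-beta after compound addition. %Activity was normalised to no-cell wells (complete cell-killing) and DMSO (no toxicity), and curves were fitted and classified.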
# Mm-Cpn inhibitor: inhibitors of Methanococcus maripaludis chaperonin (MmCpn). purified Mm-Cpn ATPase, ADP Transcreener TR-FRET. Potency, µM (titrated, usually from 76.9 µM), for the others: at the top dose activity, negative = inhibition, actives largely listed as inhibitors. 330,000 compounds, 0.031% hits; further: potency means the concentration at half of the fitted maximal effect; on the % scale 0 is the no-effect control and ±100 the full control effect; nearly all actives have a fitted effect of over 80% in size
#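 Eu-cryptate anti-ADP/ADP-d2 competition gives a ratio inversely related to ADP. Enzyme at 25 nM was pre-exposed to compound for 10 min, then given 10 uM ATP for 30 min, 37°C throughout.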
# Nrf2 inh: Nrf2 pathway inhibition. Potency, µM (titrated, usually from 46 µM), for inactives: at the highest dose activity change, negative = inhibition, usual class: inhibitors. 360,000 compounds, 2.1% hits. A549 ARE-Fluc reporter, luciferase luminescence, 18-24 h; further: potency means the concentration at half of the fitted maximal effect; on the % scale 0 is the no-effect control and ±100 the full control effect; nearly all actives have a fitted effect of over 60% in size
#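 Concentration-response testing used A549 ARE_Fluc cells at 5000 cells/well. Following an 18-24 h compound incubation, viability was read by fluorescence (Ex 405/Em 525) and luciferase output by luminescence.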
# Abeta yeast res: restores growth of yeast expressing A-beta42 peptide. yeast expressing A-beta42, growth rescue, OD600, 48 h; response scale: 0% DMSO, 100% iron-clioquinol control. Potency, µM (series often up to 46.1 µM), without a hit: at the highest dose growth rescue, most hits filed as activators. 410,000 compounds, 0.063% hits. AID 1347071; further: potency means the concentration at half of the fitted maximal effect; nearly all actives have a fitted effect of over 55% in size
#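 Yeast A-beta toxicity model in growth medium with pinned compounds, 48 h at 30 C; growth read as absorbance at 600 nm. Normalized to FeCl3/clioquinol equimolar mix (positive) and DMSO (negative).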
# Active calls of the source: *; i = inactive; ? = inconclusive; · = not tested or not shown; & = joins results of further samples; [ ] = another dose, or the depositor's remark. Unless noted, the call rests on the fitted dose curve; in most records, active means well fitted curve in the direction sought with a large enough effect; inconclusive means small, poorly fitted or top-dose-only effect, or another doubt; inactive means no such curve, though single readings can be large; an effect the other way counts as inactive or inconclusive.
SMILES,TGFb SMAD3 inh,A549 tox,pAkt inh,Nrf2 activator,CCT modulator,HepG2 tox,Mm-Cpn inhibitor,Nrf2 inh,Abeta yeast res
COc1ccc(CN(C(=O)CN2C(=O)c3ccccc3S2(=O)=O)C(C(=O)NCC2CCCO2)c2ccco2)cc1 (centres undefined),7%,2%,i,0.3%,0.0,-5%,-2%,11%,-1%
COc1ccc(C(=O)NC(=S)Nc2ccc(N3CCOCC3)c(Cl)c2)cc1[N+](=O)[O-],-13%,-4%,i,3.7%,-0.8,1%,1%,6%,12%
CCCCN(C(=O)c1c(C)[nH]c(C(=O)OCC)c1C)c1ccccc1,?,3%[1.84 µM],i,0.3%,-2.1,-13%,-2%,?,6%
COc1ccc(C(=O)n2nc(-c3cccnc3)nc2NCc2ccccc2)cc1OC,4%,3%,·,0.2%,·,-6%,·,-18%,-3%
CCOc1ccccc1-n1nnnc1SCC(=O)Nc1cc2oc3ccccc3c2cc1OC,17%,-1%,i,-0.1%,2.1,-6%,-3%,13%,8%
O=C1NCCN1CCNS(=O)(=O)c1ccc2ccccc2c1,0%,-15%,i,-0.7%,1.6,-20%,0%,-13%,17%
CC(C)C(=O)N1CCN(c2ccc(NC(=O)c3ccc([N+](=O)[O-])o3)cc2Cl)CC1,7.9µM*,?,i,?,-5.3,-55%,-3%,1%,-85%[inhibitor]
O=C(OCC1COc2ccccc2O1)c1c(F)cccc1F (centres undefined),15%,0%,i,0.2%,-0.9,0%,2%,?,-1%
CCC(C)[C@H](NC(=O)[C@@H]1Cc2c([nH]c3ccccc23)C2c3ccccc3C(=O)N21)C(=O)NCC1CCCO1 (some centres undefined),?,2%,i,7.1%,1.0,-3%,0%,0%,6%
COc1cccc(NC(=O)NCc2cccn2C)c1,3%,-15%,i,4.2%,-3.1,-6%,-1%,4%,-2%
CC(=O)c1cc(C#N)c(SCc2ccc(F)cc2)nc1C,7%,15%,i,0.2%,2.1,4%,-25%,·,-21%
COCCCC1CCN(C(=O)C2CCC(=O)N(C3CCCCCC3)C2)CC1 (centres undefined),2%,7%,i,1.4%,2.5,15%,1%,-5%,11%

# Part of the list above, as tab-separated lines:
SMILES	TGFb SMAD3 inh	A549 tox	pAkt inh	Nrf2 activator	CCT modulator	HepG2 tox	Mm-Cpn inhibitor	Nrf2 inh	Abeta yeast res
COc1ccc(CN(C(=O)CN2C(=O)c3ccccc3S2(=O)=O)C(C(=O)NCC2CCCO2)c2ccco2)cc1 (centres undefined)	7%	2%	i	0.3%	0.0	-5%	-2%	11%	-1%
COc1ccc(C(=O)NC(=S)Nc2ccc(N3CCOCC3)c(Cl)c2)cc1[N+](=O)[O-]	-13%	-4%	i	3.7%	-0.8	1%	1%	6%	12%
CCCCN(C(=O)c1c(C)[nH]c(C(=O)OCC)c1C)c1ccccc1	?	3%[1.84 µM]	i	0.3%	-2.1	-13%	-2%	?	6%
COc1ccc(C(=O)n2nc(-c3cccnc3)nc2NCc2ccccc2)cc1OC	4%	3%	·	0.2%	·	-6%	·	-18%	-3%
CCOc1ccccc1-n1nnnc1SCC(=O)Nc1cc2oc3ccccc3c2cc1OC	17%	-1%	i	-0.1%	2.1	-6%	-3%	13%	8%
O=C1NCCN1CCNS(=O)(=O)c1ccc2ccccc2c1	0%	-15%	i	-0.7%	1.6	-20%	0%	-13%	17%
CC(C)C(=O)N1CCN(c2ccc(NC(=O)c3ccc([N+](=O)[O-])o3)cc2Cl)CC1	7.9µM*	?	i	?	-5.3	-55%	-3%	1%	-85%[inhibitor]
O=C(OCC1COc2ccccc2O1)c1c(F)cccc1F (centres undefined)	15%	0%	i	0.2%	-0.9	0%	2%	?	-1%
CCC(C)[C@H](NC(=O)[C@@H]1Cc2c([nH]c3ccccc23)C2c3ccccc3C(=O)N21)C(=O)NCC1CCCO1 (some centres undefined)	?	2%	i	7.1%	1.0	-3%	0%	0%	6%

# Additional results follow:
SMILES,TGFb SMAD3 inh,A549 tox,pAkt inh,Nrf2 activator,CCT modulator,HepG2 tox,Mm-Cpn inhibitor,Nrf2 inh,Abeta yeast res
CCS(=O)(=O)c1nc(S(=O)(=O)c2ccc(Cl)cc2)c(NCCCN2CCOCC2)s1,8%,-4%,i,-0.3%,-0.7,0%,0%,-1%,-8%
CC(C)CCNC(=O)C(c1cccnc1)N(CCc1ccccc1)C(=O)Cn1nnc2ccccc21 (centres undefined),13%,1%,i,-0.3%,-9.6,-6%,1%,-6%,20%
CCOC(=O)COc1ccc(C)cc1-c1ccno1,-7%,-11%,i,2.2%,-0.8,33%,0%,?,9%
O=C(NCc1cccs1)C(=O)NCC(c1ccco1)N1CCN(c2ccccc2)CC1 (centres undefined),3%,10%,i,3.0%,-5.3,-15%,-2%,-22%,-7%
O=C(CSc1ccccc1)OCC(=O)N1CCN(C(=O)c2ccco2)CC1,8%,6%,i,-0.8%,0.2,-5%,2%,2%,6%
Cc1ccc2cc(/C=N/NC(=O)CN3CCCCC3)c(Cl)nc2c1,-26%,9%,i,2.1%,-1.4,-4%,-1%,4%,-1%
Cc1ccsc1C(C(=O)NC1CCCCC1)N(C(=O)c1csnn1)C1CC1 (centres undefined),13%,·,i,0.3%,-1.2,-3%,0%,-25%,11%
CCCCCC(=O)N1CCCCC1,-13%,-6%,i,-0.2%,0.1,-6%,2%,-8%,-1%
CC(=O)Nc1cccc(C(=O)OC(C)C(=O)NC(=O)NC2CCCCC2)c1 (centres undefined),-20%,-3%,i,0.3%,1.4,1%,0%,15%,5%
CCc1nc(Nc2ccc3c(c2)OCCO3)c2oc3ccccc3c2n1,0%,-18%,i,-0.3%,-1.3,-36%,0%,?,-11%
N/C(=N\S(=O)(=O)c1ccc(Cl)s1)c1ccccc1,-16%,1%,i,-0.5%,-3.5,-52%,1%,-1%,17%
COc1ccc(CNc2ccc(Cl)cc2)cc1Cn1ccnc1,-1%,3%,i,-0.5%,-1.0,-17%,1%,-27%,-3%
CCN(CC)S(=O)(=O)c1ccc(-c2nnc3sc4cccc(C)c4n23)cc1,-1%,11%,i,?,-3.7,-27%,0%,-17%,7%
O=[N+]([O-])c1cccc(CNc2ccc3c(c2)CCC3)c1,15%,-1%,i,0.4%,-1.6,-5%,-6%,8%,27%
CSc1ncc(C(=O)Nc2ccc(C(C)=O)cc2)c(-c2ccccc2)n1,-22%&2%,17%&7%,i,12%&10%,-0.1,-22%&13%,-5%,1%&79%,4%&-4%
COCCNC(=O)C1CCCN(C(=O)c2ccnc(Cl)c2)CC1 (centres undefined),-3%,·,i,0.4%[9.22 µM],0.2,4%,·,·,8%
Fc1cccc(-c2nc(-c3ccncc3)no2)c1,?,5%,·,?,·,-2%,·,·,1%
NS(=O)(=O)c1ccc(CCNC(=O)c2ccc3c(c2)N(Cc2ccccc2)CCS3)cc1,3%,3%,i,0.3%,-0.3,1%,-19%,-17%,-6%
CCOC(=O)c1ccc2nc(C)cc(Nc3cccc(C(=O)O)c3)c2c1,-8%,3%,·,0.2%,·,-26%,-1%,7%,-19%
O=C(Nc1ccc2nc(SCC(=O)N3CCCc4ccccc43)sc2c1)c1cccc(Cl)c1,?,3%,·,4.1%,·,-8%,·,-23%,-14%
CC(C)C(=O)Nc1nc(-c2ccccc2)ns1,0%,-1%,i,5.2%,-0.6,-12%,1%,19%,?
CN(C)S(=O)(=O)c1ccc(N2CCCC2)c(C(=O)NCc2ccc(Cl)cc2)c1,2%,-7%,i,-0.9%,1.3,-3%,1%,-18%,16%
Cc1ccc2c(c1)S(=O)(=O)c1ccc3ccccc3c1N2,-3%,0%,i,3.2%,-37*,-5%,·,3%,-8%
CCOC(=O)c1ccc(NC(=S)N2CCN(C(=O)C3CCCO3)CC2)cc1 (centres undefined),2%,6%,i,1.8%,-1.9,3%,-7%,-19%,-5%
CCN(CC)S(=O)(=O)c1ccc2c(c1)nc(CCC(=O)Nc1cccc(C(F)(F)F)c1)n2CC,-11%,?,i,2.8%,0.1,8%,-1%,?,-8%
O=C1CSC(c2ccccc2F)N1c1ccccc1 (centres undefined),23%,-2%,i,-0.5%,0.4,-28%,-1%,-5%,10%
O=C(NN1C(=O)C2C(C1=O)C1C=CC2C12CC2)c1cccnc1 (centres undefined),19%,-4%,i,0.1%,0.6,7%,2%,11%,-4%
CC(C)NS(=O)(=O)c1ccc(CCC(=O)N2CCC(C(N)=O)CC2)cc1,20%,-3%,i,0.1%[9.22 µM],0.6,4%,0%,-9%,0%
Cc1cccc(NC(=S)N2CCN(c3ccc(F)cc3)CC2)c1,-17%,-6%,i,-1.0%,1.0,-3%,-2%,12%,?
Cc1ccc(CCNC(=O)CN2N=C(c3ccc(C)cc3)CCC2=O)cc1,?,12%,·,2.6%,·,-12%,·,·,4%
CCc1ccc(C(O)c2ncc(-c3cccc4ccccc34)[nH]2)cc1 (centres undefined),?,·,i,0.5%,-2.2,-47%,·,·,-5%
CCOC(=O)c1c(NC(=O)CSc2nc3ccccc3c(=O)n2-c2ccccc2)sc(C(C)=O)c1C,-10%,-5%,i,-0.3%,-2.9,-33%,-17%,-1%,-5%
O=c1oc2c(CN3CCOCC3)c(O)ccc2cc1-c1ccccc1,0%,17%,·,3.3%,·,-8%,·,·,-36%
Cc1cc(C(=O)Nc2ccc(S(=O)(=O)Nc3onc(C)c3C)cc2)cs1,0%,-1%,i,-0.2%,2.8,3%,1%,9%,5%
COc1ccccc1CNCC(=O)Nc1ccc(C(F)(F)F)cc1,-3%,16%,i,2.1%,1.5,-35%,1%,4%,12%
